CCR6 antagonist – CCR6 receptor antagonists, primary screen, cell-based, CHO-K1, luminescence, beta-arrestin, uHTS; C-C chemokine receptor type 6 (Homo sapiens), P51684; CHO-K1 CCR6 PathHunter beta-arrestin, CCL20-stimulated; inhibition, % at 20 µM; 340,000 compounds, 0.49% hits;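 active = compounds whose inhibition of the agonist-driven luminescence signal at 20 µM reaches about 50%, limit read from the data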;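 also: cells stimulated with CCL20 at 14 nM final; plate controls were DMSO with CCL20 for no effect and DMSO without agonist for full effect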
Target sequence (P51684 whole entry, looked up): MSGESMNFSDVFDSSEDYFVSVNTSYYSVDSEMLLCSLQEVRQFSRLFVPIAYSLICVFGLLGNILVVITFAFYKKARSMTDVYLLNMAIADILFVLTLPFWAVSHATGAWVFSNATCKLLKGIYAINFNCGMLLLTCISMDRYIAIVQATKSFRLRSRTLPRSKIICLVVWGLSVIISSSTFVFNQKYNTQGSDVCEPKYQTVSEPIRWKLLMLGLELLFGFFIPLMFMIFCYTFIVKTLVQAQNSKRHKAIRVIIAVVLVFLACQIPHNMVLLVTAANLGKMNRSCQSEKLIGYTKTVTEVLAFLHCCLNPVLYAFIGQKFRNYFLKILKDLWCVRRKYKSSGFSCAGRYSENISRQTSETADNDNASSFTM
CXCR6 inh – CXCR6 receptor inhibitors, primary screen, cell-based, beta-arrestin, luminescence, CHO-K1 PathHunter, 1536-well; C-X-C chemokine receptor type 6 (Homo sapiens), O00574; inhibition, % at 20 µM; 360,000 compounds, 0.36% hits; in the data active = inhibition above about 34%, passing the limit was not always enough;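 also: antagonist mode with CXCL16 agonist at 10 nM final; 0% = 10 nM CXCL16 with DMSO and 100% = unstimulated wells without agonist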
Target sequence (O00574 whole entry, looked up): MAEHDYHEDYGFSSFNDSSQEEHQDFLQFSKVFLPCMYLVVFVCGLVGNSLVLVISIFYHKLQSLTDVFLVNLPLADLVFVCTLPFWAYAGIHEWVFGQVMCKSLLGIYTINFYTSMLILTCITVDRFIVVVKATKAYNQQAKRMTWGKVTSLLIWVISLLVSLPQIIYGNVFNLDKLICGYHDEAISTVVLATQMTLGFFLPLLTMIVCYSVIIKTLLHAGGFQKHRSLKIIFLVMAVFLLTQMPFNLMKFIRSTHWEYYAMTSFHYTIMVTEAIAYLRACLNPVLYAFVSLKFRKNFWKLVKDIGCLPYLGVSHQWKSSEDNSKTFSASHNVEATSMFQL
UPR CHOP act – activators of apoptotic CHOP UPR arm, primary screen, cell-based, CHO-CHOP luciferase reporter, luminescence, uHTS. 330,000 compounds, 0.34% hits. AID 449763, 2010. activation, % at 10 µM. UPR activation; percent of tunicamycin response over DMSO baseline;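 active = at 10 µM dose, activation of 40% or more, normalized to positive control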;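 also: 100% = tunicamycin at 10 µg/mL and 0% = DMSO alone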
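Test system: CHO CHOP reporter cells. Input: 500 CHO-CHOP cells per well. Medium: F12 with 10% FBS. Technique: luciferase luminescence. Measure: percent activation relative to tunicamycin control. Dosing: 10 µM compound, 0.5% DMSO. Timing: 16-18 h cell attachment, then 6 h compound exposure, 37 °C.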
UPR XBP1 act – activators of adaptive XBP1 UPR arm, primary screen, cell-based, CHO-XBP1 luciferase reporter, luminescence, uHTS. IRE1-XBP1 UPR activation; percent of tunicamycin response, DMSO as zero. activation, % at 20 µM. 330,000 compounds, 0.33% hits;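 active = versus positive control, 20 µM dose yields 30% or more activation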;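 also: 100% = tunicamycin at 10 µg/mL and 0% = DMSO only wells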
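Assay system: IRE1-XBP1 luciferase reporter CHO line. Input: 1000 cells/well. Buffer or medium: F12 with 10% serum. Doses: 20 µM, 1% DMSO. Times: overnight seeding at 37 °C, 6 h compound treatment at 37 °C. Technique: Steady-Glo luciferase glow luminescence, 10 min after reagent addition.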
Gli-Sufu block – Gli-Sufu pathway antagonists, primary screen, luciferase luminescence, Sufu-KO-LIGHT cells, uHTS | AID 588413, 2011 | 340,000 compounds, 0.74% hits | Sufu-KO-LIGHT fibroblasts, Gli luciferase reporter luminescence | inhibition, % at 5 µM;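 active = inhibition above about 55%, limit read from the data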;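 also: 0% = DMSO-treated cells and 100% = wells with medium but no cells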
EBI2 block – EBI2 receptor antagonists, beta-arrestin recruitment, primary screen, cell-based, luminescence, 7a,25-OHC stimulation, uHTS | G-protein coupled receptor 183 (Homo sapiens), P32249 | 7a,25-OHC stimulated | inhibition, % at 5 µM | 360,000 compounds, 0.81% hits; in the data active = inhibition above about 38%;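 also: enzyme fragment complementation signal reports receptor beta-arrestin coupling in cells; 0% = agonist plus DMSO wells and 100% = wells without agonist; some results beyond the cut were filed as inactive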
Target sequence (P32249 whole entry, looked up, the tested form may be a part): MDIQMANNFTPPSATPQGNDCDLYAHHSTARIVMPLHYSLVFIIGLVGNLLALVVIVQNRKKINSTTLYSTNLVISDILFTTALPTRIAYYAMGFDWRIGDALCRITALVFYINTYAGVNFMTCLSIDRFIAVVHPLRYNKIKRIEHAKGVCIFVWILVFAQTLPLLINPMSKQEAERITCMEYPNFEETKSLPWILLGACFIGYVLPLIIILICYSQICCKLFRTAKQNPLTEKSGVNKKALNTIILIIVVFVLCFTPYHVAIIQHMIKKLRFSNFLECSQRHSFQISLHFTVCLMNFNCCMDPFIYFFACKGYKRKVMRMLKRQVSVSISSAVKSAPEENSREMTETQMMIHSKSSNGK
Mdm2-MdmX inh – inhibitors of human Mdm2-MdmX association, primary screen, cell-based, luminescence, split luciferase, SaOS-2, uHTS; Protein Mdm4 (Homo sapiens) + E3 ubiquitin-protein ligase Mdm2 (Homo sapiens), …; SaOS-2 split-luciferase Mdm2/MdmX complementation; inhibition, % at 8 µM; 330,000 compounds, 3% hits; AID 485346, 2010;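 active = inhibition of at least 50% at 8 µM in the primary screen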
697 NFkB inh – inhibitors of PMA/ionomycin-induced NF-kB reporter, 697 cells, primary screen, B-cell NF-kB inhibitor project, cell-based, luminescence, uHTS. 697 B-cell NF-kB luciferase reporter, 16 h. inhibition, % at 4 µM. 330,000 compounds, 0.33% hits. AID 435022, 2010; in the data active = inhibition above about 35%
Jurkat NFkB inh – inhibitors of induced NF-kB luciferase reporter, primary screen, TCR NF-kB activation inhibitor project, cell-based, luminescence, uHTS; Jurkat, PMA/ionomycin-induced NF-kB luciferase reporter; inhibition, % at 4 µM; 330,000 compounds, 0.53% hits; AID 435003, 2010; in the data active = inhibition above about 50%
The depositor's hits bear a star; / = not tested or not shown; & = joins results of further samples.

SMILES	CCR6 antagonist	CXCR6 inh	UPR CHOP act	UPR XBP1 act	Gli-Sufu block	EBI2 block	Mdm2-MdmX inh	697 NFkB inh	Jurkat NFkB inh
CC(C)OP(=O)(OC(C)C)C(NC(=O)c1ccccc1Br)C(N)=O (stereo unspecified)	6	3	1.5	0	7	-13	11	5	6
COC(=O)c1nc2n(n1)C(c1ccc([N+](=O)[O-])cc1)C(C(=O)Nc1ccc(Cl)cc1)=C(C)N2 (stereo unspecified)	20	7	0.4	1	1	6	22	21	11
Cc1cccc(C)c1-n1c(SCC(=O)NCc2ccco2)nc2ccccc2c1=O	15	10	2.4	1	6	3	9	-16	1
CCN(CC)CCC(c1ccc(N(C)C)cc1)c1c(OC)cc(OC)c2ccc(=O)oc12 (stereo unspecified)	-3	-2	-1.5	2	1	-1	-8	4	4
O=C(NCCN1CCCC(O)C1)c1cc(COc2c(F)cccc2F)on1 (stereo unspecified)	1	-4	-0.4	-2	35	-10	-2	6	-2
CCOC(=O)C1=C(COC(=O)c2ccc(Cl)c(S(=O)(=O)N3CCOCC3)c2)NC(=O)NC1C (stereo unspecified)	1	0	/	/	-1	7	/	/	/
Cc1occc1-c1nnc(SCC(=O)Nc2nc(C(C)(C)C)cs2)o1	18	-6	5.6	-1	15	-1	-76	-70	-8
CCN(CC)CCCNC(=S)N(Cc1ccco1)Cc1cc2cc3c(cc2[nH]c1=O)OCCO3	/	/	2.1	-2	/	/	-7	0	-10
Cc1ccc(C2=NOC(C)(c3nnc(-c4ccccc4)o3)C2)cc1 (stereo unspecified)	20	6	-0.5	0	-13	-2	3	3	7
C=CCNC(=S)Nc1cc(C)ccn1	12	-13	-0.8	3	-1	-9	3	6	-10
O=C(NCc1ccncc1)C(=O)NCC1OCCN1S(=O)(=O)c1ccc(Cl)cc1 (stereo unspecified)	6	-8	0.1	-1	-2	3	6	-24	12
Cc1ccc(C)c(NC(=O)CSc2ccc(-c3ccco3)nn2)c1	1	-7	3.4	-2	-13	3	-6	3	-27
Cc1ccc2cccc(S(=O)(=O)N3CCCc4ccccc43)c2n1	18	-5	1.1	-1	16	11	25	-15	3
COc1ccc(N2CCN(C(=O)c3ccc(NC(=O)C4=CSCCO4)cc3)CC2)cc1	7	1	-0.6	-4	3	-2	-8	2	-2
O=c1cc(-c2ccccc2)[nH]n1-c1ccccc1	18	-3	/	/	9	-2	/	/	/
COc1ccccc1NC(=S)NNC(=O)c1cc(C)n(C)n1	7	3	-0.2	0	0	8	-19	5	5
CC1Cc2ccccc2N1C(=O)COC(=O)c1ccc([N+](=O)[O-])o1 (stereo unspecified)	-4	-13	0.1	0	-16	-14	18	8	-11
O=C(Cn1ccc2ccccc2c1=O)Nc1ccc2c(c1)OCO2	69*	-6	-1.1	1	-30	-8	16	0	-5
CC(C)N1CCN(Cc2cccn2-c2nccs2)CC1CCO (stereo unspecified)	6	-2	1.6	0	9	-7	15	20	4
CCOc1ccc(-c2nnc3ccc(SCC(=O)Nc4nc5ccc(C)cc5s4)nn23)cc1	-20	9	-0.4	-1	9	3	16	-41	3
O=c1cc(-c2ccccc2)ss1	8	-1	/	/	1	13	/	/	/
NC(=O)CC(NC(=O)Cc1ccc(Br)cc1)c1ccc(NCCN2CCCC2)c([N+](=O)[O-])c1 (stereo unspecified)	6	-4	0.5	-1	3	6	-6	22	-2
CCOC(=O)C1=C(C)NC(C)=C(C(=O)OCC)C1C(=O)OC1CCOC1=O (stereo unspecified)	3&-10	1&3	0.2	0	3&1	3&-5	-17	20	-1
COc1ccc2ccccc2c1CNC(=O)CC1C(=O)NCCN1CC(C)C (stereo unspecified)	1	1	-2.2	0	21	8	-4	-21	6
Cc1[nH]c(-c2ccccn2)nc(=S)c1Cl	6	2	7.9	7	18	-6	41	2	7
Next part
SMILES	CCR6 antagonist	CXCR6 inh	UPR CHOP act	UPR XBP1 act	Gli-Sufu block	EBI2 block	Mdm2-MdmX inh	697 NFkB inh	Jurkat NFkB inh
CSc1ccc(COC(=O)CCS(=O)(=O)c2ccc(C)cc2)cc1	10	4	0.7	-4	-15	-6	18	10	5
CCN(Cc1ccncc1)S(=O)(=O)c1ccc(C(C)=O)cc1	-1	-9	-1.9	-1	17	10	32	-20	22
COc1ccc(S(=O)(=O)N2CCC(C(N)=O)CC2)cc1C(=O)N1CCCCCC1	0	4	-1.8	-2	-2	-5	12	-8	11
Cn1cc(C(=O)N/N=C/c2ccc(Br)c([N+](=O)[O-])c2)c2ccccc21	5	-1	1.9	0	0	7	51*	1	3
COc1ccc(Cn2c(=S)[nH]c3cc(C(=O)N4CCCCC4)ccc3c2=O)cc1	8	11	2.4	5	47	-5	15	-51	-20
CC1=C(C(=O)Nc2ccccc2)C(c2ccc(C)o2)n2ncnc2N1 (stereo unspecified)	-16	12	0.7	-3	10	-2	6	13	11
CCCCN(C(=O)CSc1nnc(-c2ccccc2OC)n1C)c1c(N)n(Cc2ccccc2)c(=O)[nH]c1=O	0	-8	1.1	3	-6	6	12	22	10
CCN1C/C(=C\c2cc(OC)c(OC)c(OC)c2)C2=NN(c3ccccc3)C(c3cc(OC)c(OC)c(OC)c3)C2C1 (stereo unspecified)	1	7	/	/	53	7	/	/	/
Nc1c(C(=O)O)sc2nc(-c3ccc(F)cc3)cc(-c3ccccc3)c12	14	8	1.0	-3	12	3	17	18	9
COC(=O)Cc1ccc(NC(=S)NCc2ccc(OC)cc2)cc1	12	0	-0.7	0	-3	1	1	1	-21
COc1ccc(CC(=O)N2CC(=O)N(CCc3ccccc3)C(=O)C2)cc1	3	6	-1.0	-2	-12	0	-18	-8	-26
CSc1ccccc1C(=O)Nc1nc2ccccc2c(=O)[nH]1	16	-2	2.2	8	-13	-19	-11	-33	-6
CCOc1ccc(C(=O)Nc2nc3ccccc3[nH]2)cc1OCC	17	6	19	11	35	5	10	-80	-38
Cc1ccc(S(=O)(=O)N2CCCCC2CCNC(=O)C(=O)NCc2ccco2)cc1 (stereo unspecified)	0	3	-2.5	0	0	-7	37	-12	41
COc1cccc(Nc2nnc(SCC(=O)N(CC(C)C)CC(C)C)s2)c1	3	2	-1.3	-2	0	10	25	1	-17
CCCCC(=O)Oc1c(S(=O)(=O)c2ccc(C)cc2)c(C)nn1C(C)(C)C	8	-4	-0.9	-4	12	1	39	4	0
COC(=O)c1ccc(C)c(NS(=O)(=O)c2cn(C)nc2C)c1	19	1	0.6	1	6	-12	38	-3	8
COc1ccc(C2CC(=O)c3c(C)nc(N4CCN(c5ccccc5)CC4)nc3C2)cc1 (stereo unspecified)	1	0	1.5	-1	2	12	9	-9	-10
COc1cccc(C(=O)N(Cc2cc3cc(C)ccc3[nH]c2=O)C(C)C)c1	-1	-7	-1.6	-12	18	6	12	3	-3
O=S(=O)(Cc1ccccc1)N1CCCCCC1	-6	0	1.0	-1	-2	-8	-33	8	-20
O=c1[nH]cnc(CN2CCCCC2)c1O	-7	-7	/	/	-1	-9	/	/	/
COc1cc(=O)n(C)c2cc(N(C)C)ccc12	2	-2	0.0	-2	-7	-4	21	36*	10
CNc1snc(C)c1C(=O)OCC(=O)N(C)c1ccccc1	2	-7	-0.7	1	5	25	2	14	-2
Cc1cc(C)cc(NC(=O)CN2CCN(C(=O)c3cccs3)CC2)c1	3	0	-0.1	-2	-3	4	11	6	6
CC1(C)CC(=O)c2c(O)cc(OCC(=O)NCCc3ccc(S(N)(=O)=O)cc3)cc2O1	-2	-9	-0.4	0	1	-7	0	-7	3
Carrying on:
SMILES	CCR6 antagonist	CXCR6 inh	UPR CHOP act	UPR XBP1 act	Gli-Sufu block	EBI2 block	Mdm2-MdmX inh	697 NFkB inh	Jurkat NFkB inh
CCOC(=O)C(C(=O)Nc1cccc(C)n1)C1CCCCC1 (stereo unspecified)	8	-4	-0.7	-3	3	-3	1	-6	-6
CCN(CC(=O)Nc1ccc(NC(C)=O)cc1)C(=O)CSc1nnc(-c2ccco2)n1CC	9	-4	1.6	-2	-16	-9	10	11	-2
NC(=O)COc1ccc(NC(=O)CC23CC4CC(CC(C4)C2)C3)cc1	9	0	3.8	2	-2	-6	8	14	-2
Cn1nnnc1SCc1nc2scc(-c3ccccc3)c2c(=O)[nH]1	8	6	1.7	1	-3	2	23	-18	-2
CCCn1c(SCC(=O)N2CCN(C(C)=O)CC2)nc2sc3c(c2c1=O)CCC3	7	7	-1.4	-7	-7	5	15	-1	-5
CC(Sc1nc2c(c(=O)n(C)c(=O)n2C)n1Cc1cc2c(cc1Cl)OCO2)C(=O)O (stereo unspecified)	2	1	1.6	1	15	6	-13	3	0
COn1c(-c2ccccc2)nc2c1CCc1nonc1-2	15	1	-1.1	-2	13	-6	-8	0	-16
CC(Oc1ccc2c(c1)oc(=O)c1ccccc12)C(=O)NCCN1CCOCC1 (stereo unspecified)	10	3	-0.6	0	-3	-4	6	-3	-17
Cc1ccc(S(=O)(=O)c2nc(C)oc2N2CCOCC2)cc1	7	3	-0.5	0	-2	-3	6	-11	-5
COc1cccc(C(=O)Oc2c(CN3CCOCC3)cc(Cl)c3cccnc23)c1	31	36	80*	19	23	29	54*	-5	13
CC(/C=N/NC(=O)Cn1nnc(N)n1)=C\c1ccc(C(C)C)cc1	-2	-4	0.5	-2	4	-1	-12	-20	-25
CCN(Cc1ccccc1)S(=O)(=O)c1ccc(C(=O)Nc2nnc(C)o2)cc1	8	14	1.1	4	-3	9	31	2	-4
O=c1cc(N2CCN(c3ccccc3)CC2)[nH]c(=O)n1Cc1ccc(F)cc1	7	-2	1.1	-3	-2	-7	13	5	-2
Cn1c(=O)c2c(ncn2CC(=O)OCC(=O)NCc2ccc(Cl)cc2)n(C)c1=O	6	-5	-0.1	-1	-15	-12	1	21	8
COc1ccc(CNC(=O)C/C(C)=N/NC(=O)c2ccc([N+](=O)[O-])cc2Cl)cc1	-14	-3	-0.6	3	-13	1	11	12	-9
C[C@H](NC(=O)c1nc[nH]c1C(=O)NCC(=O)OC(C)(C)C)c1ccccc1	2	-6	1.3	1	-9	-6	-12	-11	-2
Cc1cc(=O)oc(C)c1C(=O)NCc1ccccc1	-18	-7	1.8	0	-1	-8	11	1	-10
O=C(Nc1cccc(C(=O)O)c1)/C(=C/c1cccc([N+](=O)[O-])c1)NC(=O)c1cccc(Br)c1	16	4	-1.6	0	27	-4	-16	0	6

Quoted at random: 2 entries already listed.
SMILES	CCR6 antagonist	CXCR6 inh	UPR CHOP act	UPR XBP1 act	Gli-Sufu block	EBI2 block	Mdm2-MdmX inh	697 NFkB inh	Jurkat NFkB inh
COn1c(-c2ccccc2)nc2c1CCc1nonc1-2	15	1	-1.1	-2	13	-6	-8	0	-16
CC(Sc1nc2c(c(=O)n(C)c(=O)n2C)n1Cc1cc2c(cc1Cl)OCO2)C(=O)O (stereo unspecified)	2	1	1.6	1	15	6	-13	3	0

Screening results deposited in PubChem by Sanford-Burnham Center for Chemical Genomics.
